# ABHD4 inh: ABHD4 (mouse) inhibition, primary FP screen; actives 0.54% (n = 370,000); purified mABHD4, FP-Rh probe fluorescence polarization; AID 720543; inhibition, % at 8.92 µM; Q8VD66;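 active = inhibition exceeding the mean over every tested compound plus 3 SD, cut at about 30% in these data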;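 also: 0% = plate median of compound wells and 100% = S159A mutant with DMSO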
# Target sequence (Q8VD66 whole entry, looked up): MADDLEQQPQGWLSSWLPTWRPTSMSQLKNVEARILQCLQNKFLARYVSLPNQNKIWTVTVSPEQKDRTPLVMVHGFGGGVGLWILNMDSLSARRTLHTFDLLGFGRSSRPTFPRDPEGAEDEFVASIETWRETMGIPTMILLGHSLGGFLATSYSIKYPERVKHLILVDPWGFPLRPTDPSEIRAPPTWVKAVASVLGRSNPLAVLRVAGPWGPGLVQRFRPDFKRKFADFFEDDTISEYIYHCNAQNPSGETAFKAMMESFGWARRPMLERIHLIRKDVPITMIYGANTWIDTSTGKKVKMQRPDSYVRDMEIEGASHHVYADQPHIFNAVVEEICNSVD
#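 Test system: mouse ABHD4 enzyme, wild type. Reagent: FP-Rh fluorescent activity-based probe, added after compound pre-incubation. Timing: pre-incubation 45 min, probe exposure 60 min, at 25 °C. Technique: FP readout, ex 525 nm / em 598 nm. Benchmarks: high control S159A mutant with DMSO, low control median of compound wells.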
# MBD2 DNA inh: blocks human MBD2 binding to methylated DNA. Q9UBB5. TR-FRET, MBD2 binding to methylated oligonucleotide. inhibition, % at 4.4 µM. actives 0.31% (n = 370,000); in the data active = inhibition above about 13%
# PRMT1 inh: PRMT1 (human) inhibition, primary screen | inhibition, % at 2.79 µM | Q99873 | actives 1.3% (n = 370,000) | recombinant PRMT1, activity-based probe fluorescence polarization;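 active = inhibition above about 21% made by adding two undisclosed values, limit read from the data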
# Target sequence (Q99873 whole entry, looked up): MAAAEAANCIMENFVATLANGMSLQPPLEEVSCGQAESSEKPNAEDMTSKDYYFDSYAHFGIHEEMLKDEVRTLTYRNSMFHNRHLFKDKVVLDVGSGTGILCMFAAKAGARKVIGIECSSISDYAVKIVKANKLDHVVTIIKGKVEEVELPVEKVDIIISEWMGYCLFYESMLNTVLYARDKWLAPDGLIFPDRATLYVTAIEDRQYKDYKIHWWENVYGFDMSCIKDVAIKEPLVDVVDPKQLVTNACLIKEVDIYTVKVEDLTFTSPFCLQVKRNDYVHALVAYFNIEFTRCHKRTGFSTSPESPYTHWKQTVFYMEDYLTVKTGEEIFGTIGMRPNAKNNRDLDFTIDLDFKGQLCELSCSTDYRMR
# TDP2 inh: blocks human TDP2 phosphodiesterase activity; O95551; recombinant TDP2, T5PNP hydrolysis, p-nitrophenol absorbance 415 nm; inhibition, % at 12.8 µM; actives 0.34% (n = 370,000); AID 720702;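 active = inhibition above the mean of all tested compounds plus 3 SD, set per campaign, cut at about 25% in these data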;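 also: 0% = DMSO with enzyme and 100% = buffer with substrate but no TDP2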
# Target sequence (O95551 whole entry, looked up): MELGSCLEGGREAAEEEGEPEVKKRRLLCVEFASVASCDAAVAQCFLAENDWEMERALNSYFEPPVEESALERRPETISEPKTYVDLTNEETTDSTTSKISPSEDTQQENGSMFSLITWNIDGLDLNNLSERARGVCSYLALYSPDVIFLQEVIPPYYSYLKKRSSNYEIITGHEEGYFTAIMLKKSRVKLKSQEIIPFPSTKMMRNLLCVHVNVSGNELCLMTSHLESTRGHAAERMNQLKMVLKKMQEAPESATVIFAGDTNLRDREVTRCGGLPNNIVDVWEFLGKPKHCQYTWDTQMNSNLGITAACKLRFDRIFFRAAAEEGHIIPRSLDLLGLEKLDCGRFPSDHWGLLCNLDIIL
#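 Incubation: 2 h at 37 °C; Test system: recombinant human TDP2; Quantity: enzyme 120 nM; Read-out basis: percent inhibition; Medium: 50 mM Tris-HCl pH 7.5 with Mg2+, KCl, DTT, BSA; Repeats: single replicate; Compound: 12.8 µM single point, 1% DMSO; Signal: epi absorbance; Reagent: 5 mM T5PNP chromogenic substrate; Benchmarks: no-enzyme high, DMSO-plus-enzyme low.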
# LEDGF integ inh: blocks HIV-1 LEDGF/p75-dependent DNA integration. TR-FRET IN-LEDGF/p75 DNA integration, Eu/Cy5. inhibition, % at 3.7 µM. actives 0.64% (n = 370,000). AID 743269;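 active = inhibition above the screen-wide mean plus 3 SD, cut at about 13% in these data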;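 also: signal is the Cy5 over europium emission ratio at 671 and 618 nm; 0% = plate median of compound wells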
# rCAG binder: r(CAG) repeat RNA binding | TO-PRO-1 dye displacement fluorescence | actives 1.3% (n = 370,000) | inhibition, % at 3 µM;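 active = inhibition above the plate cutoff, the mean of all test compounds on that plate plus 3 SD, cut at about 35% in these data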;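 also: 0% = DMSO alone and 100% = 100 µM mitoxantrone as full dye displacement; higher means more dye released from RNA so lower well fluorescence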
# NPR2 activator: GC-B (human) receptor activation | HEK293-GC-B cells, CNP EC30, cGMP TR-FRET; 0% at EC30 CNP, 100% saturating CNP | P20594 | actives 0.11% (n = 370,000) | activation, % at 10 µM;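 active = activation at 10 µM reaching about 35% in either raw or pattern-adjusted values, limit read from the data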
# SIAE primary: blocks human sialic acid acetylesterase. Q9HAT2. SIAE FP-Rh probe binding, fluorescence polarization. inhibition, % at 9.66 µM. actives 0.69% (n = 370,000). AID 1053197;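 active = inhibition above a cutoff: mean of compounds within the control limits plus 3 SD of those, cut at about 17% in these data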;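 also: 0% = plate median of compound wells and 100% = probe without SIAE protein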
# TCR-CD3 inh: human TCR-CD3 binding inhibition; TAMRA-labeled TCR probe fluorescence, biochemical; inhibition, % at 9.4 µM; actives 0.37% (n = 360,000); AID 651800; in the data active = inhibition above about 19%;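 also: recombinant mutant TCR 2C K166C tagged with TAMRA read by polarization; 0% = receptor in buffer alone and 100% = receptor with positive control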
# HTRA1 inhibitor: blocks human HTRA1 serine peptidase; recombinant HTRA1, FP-rhodamine activity-based probe, fluorescence polarization; inhibition, % at 5.96 µM; actives 0.5% (n = 340,000); in the data active = inhibition above about 36%;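 also: 0% = enzyme with DMSO and 100% = wells lacking enzyme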
# An asterisk follows results filed as active; · = not tested or not shown. Only part of the results is shown, so the mix of outcomes need not match the whole.
SMILES,ABHD4 inh,MBD2 DNA inh,PRMT1 inh,TDP2 inh,LEDGF integ inh,rCAG binder,NPR2 activator,SIAE primary,TCR-CD3 inh,HTRA1 inhibitor
Cc1cc(CNC(=O)CC2C(=O)NCCN2Cc2ccccc2C(F)(F)F)on1 (centres undefined),6.2,1.2,2.7,12.7,1.7,-3.6,-4.3,-0.5,7.8,0.7
Cc1cc2c(c(SCC(=O)NCc3ccc(Cl)cc3)n1)C(=O)OC2,-12.5,2.5,6.2,-14.0,0.9,0.0,-0.7,-9.2,-9.0,4.8
COc1ccccc1C(=O)N/C(=C\c1cn(S(=O)(=O)N(C)C)c2ccccc12)C(=O)NCCCN1CCOCC1,-1.9,-3.5,-0.3,-0.5,-0.8,-4.8,-1.4,-1.1,-0.8,-1.6
CC(=O)N/N=C/c1cc2c(cc1[N+](=O)[O-])OCO2,-2.1,5.9,8.6,-2.6,2.8,1.4,0.2,-2.3,-3.5,2.8
CCN(CC)S(=O)(=O)c1ccc(NC(=O)COC(=O)CNC(=O)C2CCCCC2)cc1,6.0,4.3,-0.8,1.6,-0.2,-0.3,-1.3,4.2,0.1,0.6
CCc1ccc(N2C(=O)Nc3ccccc3C2(O)C(=O)N2CCN(c3ccccn3)CC2)cc1 (centres undefined),6.0,-6.9,0.0,5.0,3.3,-5.7,1.8,1.7,1.6,-8.5
O=C(c1cc2cc([N+](=O)[O-])ccc2oc1=O)N1CCN(C2CCCCC2)CC1,-0.5,1.9,1.9,-7.0,-3.9,-4.3,-0.5,0.3,6.7,4.5
OC(c1ccc(F)cc1)c1nc(-c2cccs2)cs1 (centres undefined),-10.7,1.4,2.8,3.1,-2.3,-0.1,4.1,-0.8,-4.5,·
Cc1ccc(S(=O)(=O)NC(=O)NCc2ccc(Cl)cc2)cc1,-2.2,3.7,0.7,1.1,1.6,4.7,5.4,-1.8,8.5,3.3
O=C(O)CCC(=O)NN1C(=O)c2ccccc2NC1c1ccc(F)cc1 (centres undefined),7.0,-1.9,-0.7,6.3,-3.2,-2.1,0.8,-4.3,2.4,5.6
Cc1c(C)c2c(OCC(=O)Nc3ccc(CCO)cc3)cc3c(c2oc1=O)CCC(C)(C)O3,-2.0,1.2,3.4,4.9,-3.6,7.8,9.1,-32.6,1.0,-55.0
O=C(Cn1c(=O)oc2cc(S(=O)(=O)N3CCCC3)ccc21)Nc1cccc(C(F)(F)F)c1,-15.9,0.9,0.2,-4.4,-1.8,16.9,-7.1,-20.8,1.8,-4.3
O=C(NCCCN1CCOCC1)C1CCCN(S(=O)(=O)N2CCCCC2)C1 (centres undefined),-2.8,1.0,-2.4,-4.1,2.3,-2.3,6.2,-5.0,6.5,3.9
O=C(CCn1cnc2ccccc2c1=O)Nc1cccc(Cl)c1,4.0,3.4,-0.2,6.8,-3.2,-3.1,-11.0,-1.7,-7.0,1.5
O=C(Cc1c(Cl)cccc1Cl)NC1CC1,-3.9,4.1,-6.7,8.9,0.8,-1.2,7.7,-1.0,-1.6,-2.0
COc1cc(/C=N/O)cc(Cl)c1OC,3.3,-4.5,-1.0,-8.5,-1.5,4.9,-0.5,3.6,7.5,0.3
N=C1C(c2nc3ccccc3[nH]2)=C(O)CN1c1ccccc1,25.2,-0.3,0.7,3.9,0.7,2.6,-4.4,2.3,-1.3,1.8
CCOc1ccc(C(=S)NC2CCCCC2)cc1,-4.4,-2.7,3.6,-4.4,0.6,-1.0,-3.6,-2.8,-1.1,0.0
Cc1ccc(S(=O)(=O)N(CCC(=O)O)c2ccccc2)cc1,-14.2,3.3,0.7,-8.4,0.4,2.6,9.0,5.1,4.7,1.8
CCC(=O)Nc1cccc(C2=NOC3(C2)C[C@@H](C(N)=O)N(C(=O)CC(c2ccccc2)c2ccccc2)C3)c1 (some centres undefined),-6.2,0.0,1.0,-10.2,-1.8,5.3,-0.8,2.4,-6.8,-8.1
CCOC(=O)C1=C(N)Oc2c(oc(CO)cc2=O)C1c1ccc(F)c(F)c1 (centres undefined),-5.9,3.8,-6.9,-7.7,8.3,-1.4,-6.8,-4.6,-8.8,5.0
COc1ccc(C(=O)N2CC3(C)CC2CC(C)(C)C3)cc1 (centres undefined),-3.3,-0.5,-0.7,-12.3,4.2,-0.8,-2.1,-0.3,-1.5,-1.9
CCCCn1c(N)c(N(CCOC)C(=O)C2CCN(c3ncnc4sc(C)c(C)c34)CC2)c(=O)[nH]c1=O,3.1,-5.7,3.3,14.6,1.2,1.3,3.0,-3.9,2.1,-0.2
CCCCCCCN1C2=NCCN2c2ccccc21,-9.9,-2.2,-1.8,-16.7,4.1,11.5,-6.1,1.9,-13.3,11.0
Cc1ccc(NC(=O)Cn2c(=O)oc3ccccc32)cc1,3.4,0.1,5.1,10.3,-2.4,-1.7,4.5,5.5,-0.5,1.6
COc1ccccc1NC(=O)OC[C@@H]1CSCCS(=O)(=O)N1,1.0,-7.4,-0.6,7.1,1.6,0.4,5.4,3.1,2.7,·
CC1(C(=O)Nc2ccc3c(c2)OCCO3)CCN1C(=O)CC1CCCC1 (centres undefined),-2.6,0.4,0.1,-5.1,6.9,-3.3,1.4,1.7,-1.8,·
COc1ccccc1N1CCN(S(=O)(=O)CCNC(=O)c2cccs2)CC1,-8.2,-2.2,3.9,-5.1,1.0,5.2,-2.2,-1.3,1.1,6.6
O=C(O)CCn1c(=O)[nH]c(=O)n(CCC(=O)O)c1=O,4.1,-7.1,1.9,5.0,-0.3,0.3,2.1,-2.1,0.0,4.2
Cn1cnc2c(N3CCCCC3)nccc21,2.2,2.1,-1.5,-4.1,0.4,3.5,5.8,-0.7,0.8,-10.2
Cc1cccc(C)c1NC(=O)C(c1ccnc2ccccc12)N1CCN(CCN(C)C)CC1 (centres undefined),-1.7,6.2,-0.9,7.5,0.0,1.0,5.2,9.4,-13.8,·
O=C(CC(c1ccco1)C1CCCCC1=O)c1ccco1 (centres undefined),7.2,2.8,2.4,7.6,2.2,3.6,-1.9,7.5,-2.0,-4.7
CCCn1c(SCC(=O)N2CC(=O)Nc3ccccc32)nc2ccccc21,-16.8,-0.6,37.2*,-7.5,-2.4,2.3,2.0,0.8,-7.3,0.9
CCOc1ccc(C2Nc3ccccc3NC3=C2C(=O)CC(C)(C)C3)cc1OC (centres undefined),0.6,-3.0,2.4,12.0,2.3,-4.0,-2.6,-1.7,2.0,-4.0
CCOC(=O)C1CCN(C(=O)COC(=O)C2CCN(S(=O)(=O)c3ccc(C)c(C)c3)CC2)CC1,3.0,4.0,-2.9,-11.3,-4.5,-7.3,1.2,4.8,3.3,1.5
CC(=O)N1Cc2ccccc2CC1C(=O)OCC(=O)c1c(N)n(C)c(=O)n(C)c1=O (centres undefined),-4.9,-5.8,-2.2,-9.7,-0.1,2.0,4.0,4.4,1.3,-4.2
COc1ccc(OCc2n[nH]c(=S)o2)cc1,1.5,1.8,-0.9,4.1,-3.8,2.5,2.8,-0.6,3.9,8.6
COc1ccc(-c2noc(COc3ccc(Cl)c(C)c3)n2)cc1,0.7,1.6,4.7,5.9,-1.0,-0.5,-1.8,0.8,-7.6,-0.8
COc1ccc(NC2CCCN(C(=O)CCN3Cc4ccccc4C3=O)C2)cc1 (centres undefined),-3.4,-8.2,-0.2,-10.4,3.3,-1.4,-3.7,14.6,-1.7,9.4
COC(=O)[C@H](C)[C@H]1C[C@]1(C)[C@H](NC(=O)OCc1ccccc1)c1ccccc1,-1.7,-3.7,-1.0,-7.8,-0.4,-6.8,-4.1,4.5,4.0,-22.0
O=C(CCc1nc2ccccc2c(=O)[nH]1)Nc1nnc(SCc2ccccc2)s1,5.7,-2.9,2.1,15.5,-2.2,7.1,-2.1,-3.2,1.8,-9.9
CC1C(=O)Nc2ccccc2N1C(=O)c1ccc(O)cc1 (centres undefined),2.7,2.3,-1.7,-6.2,1.3,-2.8,0.0,4.6,4.0,2.5
O=C1C2C3C=CC(CC3)C2C(=O)N1c1cccc(Br)c1 (centres undefined),-4.0,-4.7,-4.3,-2.4,1.6,-1.1,-1.6,-0.1,3.1,6.3
O=C(COc1ccc(Cl)cc1)NCCCNC(=O)c1cnccn1,1.9,-3.8,2.0,2.5,0.9,-1.7,0.2,2.6,-4.3,4.5
O=C(CNS(=O)(=O)c1ccccc1)Nc1ccc(F)cc1F,-1.6,-6.8,-2.3,3.1,2.2,-0.5,2.5,3.6,3.3,-0.6
COc1ccccc1-c1cc(C(=O)NC(C)C)no1,4.5,3.5,2.9,6.0,-1.9,-6.2,-4.8,-2.7,-8.6,-0.4
CCOc1ccc(N(CC(=O)N/N=C/c2cc([N+](=O)[O-])ccc2Cl)S(C)(=O)=O)cc1,8.2,-1.5,0.1,0.9,4.1,3.0,-7.1,2.8,-5.3,1.0
Cc1ccc(N(CC(=O)N2CCOCC2)S(=O)(=O)c2ccccc2)cc1,-4.1,-1.7,-1.4,-13.2,-2.9,-4.1,3.8,-0.7,8.3,-0.4
CC(=O)Nc1ccc(S(=O)(=O)N2CCN(CCCOc3ccccc3Cl)CC2)cc1,-8.3,-1.7,0.7,5.8,2.3,5.8,-4.3,-6.6,1.2,-10.5
COc1ccc(-n2c(SCC(=O)OC(C)C)nnc2-c2ccccn2)cc1,-3.7,-1.6,4.7,-4.4,0.1,-6.9,-5.1,1.4,-1.5,-0.3
CN(CC(=O)Nc1ccccc1C(=O)NC1CC1)Cc1ccco1,5.8,-2.8,0.2,3.3,-4.4,-3.2,2.5,-4.5,-2.2,2.2
COc1ccc(NC(=O)c2cc(-c3ccc(C)cc3)on2)cc1,-3.9,0.6,-0.6,8.7,-1.6,-1.2,-0.3,-0.8,-6.4,-1.6
CCOc1ccccc1C(=O)N/N=C/c1coc2ccc(Cl)cc2c1=O,-4.5,-0.4,2.6,1.5,-0.4,0.9,-5.9,-3.2,-3.7,-7.3
O=C(NNC(=O)c1ccccn1)c1cccc([N+](=O)[O-])c1,32.3*,2.3,-3.9,-8.2,-2.3,-0.9,1.0,0.3,2.3,-2.6

# Four records picked at random from the list so far, as already listed:
SMILES,ABHD4 inh,MBD2 DNA inh,PRMT1 inh,TDP2 inh,LEDGF integ inh,rCAG binder,NPR2 activator,SIAE primary,TCR-CD3 inh,HTRA1 inhibitor
O=C(NNC(=O)c1ccccn1)c1cccc([N+](=O)[O-])c1,32.3*,2.3,-3.9,-8.2,-2.3,-0.9,1.0,0.3,2.3,-2.6
O=C(CNS(=O)(=O)c1ccccc1)Nc1ccc(F)cc1F,-1.6,-6.8,-2.3,3.1,2.2,-0.5,2.5,3.6,3.3,-0.6
Cc1ccc(N(CC(=O)N2CCOCC2)S(=O)(=O)c2ccccc2)cc1,-4.1,-1.7,-1.4,-13.2,-2.9,-4.1,3.8,-0.7,8.3,-0.4
O=C(CCc1nc2ccccc2c(=O)[nH]1)Nc1nnc(SCc2ccccc2)s1,5.7,-2.9,2.1,15.5,-2.2,7.1,-2.1,-3.2,1.8,-9.9

# From PubChem
